STAT3 inh – reduces IL-6 driven STAT3 reporter signal. U3A cells, IL-6 STAT3-luciferase reporter, luminescence; host cell line lacks STAT1. inhibition, % at 5.5 µM. 190,000 compounds, 0.89% hits. AID 862;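 active means inhibition above the mean inhibition across all screened compounds plus 3 SD, cut at about 44% in these data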;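 further: 0% = DMSO only wells and 100% = 100 µM nifuroxazide control wells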
APP 5'UTR act – APP 5'UTR luciferase reporter activation. SH-SY5Y APP 5'UTR luciferase reporter, luminescence; zero percent = DMSO vehicle wells. activation, % at 2 µM. 190,000 compounds, 1% hits. AID 1276;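 active means activation above a set limit, based on mean plus 3 SD of controls, cut at about 140% in these data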; further: values of inactives mirror those of a sister screen read the other way
Hsp70 activator – switches on Hsp70 transcription | HeLa Hsp70 promoter luciferase reporter, luminescence; scaled: vehicle 0, proteasome-inhibitor control 100% | activation, % at 10 µM | 200,000 compounds, 0.04% hits;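 active means activation above the mean across all tested compounds plus 3 SD, cutoff set per campaign, cut at about 5.5% in these data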;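 further: 100% = MG132 at 30 µM as the positive control and 0% = DMSO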
STAT1 blocker – inhibitors of IFN-gamma induced STAT1 signaling | AID 920 | NIH 3T3 STAT1-luciferase reporter, luminescence | inhibition, % at 5.5 µM | 200,000 compounds, 0.35% hits;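 active means inhibition above a set limit, the mean inhibition across all tested compounds plus 3 SD, cut at about 34% in these data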;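 further: 0% = IFN-gamma with DMSO and 100% = IFN-gamma with 300 µM nifuroxazide; values of inactives mirror those of a sister screen read the other way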
APP transl inh – APP translation inhibition. inhibition, % at 2 µM. 190,000 compounds, 0.82% hits. AID 1285. SH-SY5Y APP 5'UTR-luciferase reporter, luminescence;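 active means inhibition above a set limit, derived from the sample mean plus 3 SD, cut at about 45% in these data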; further: values of inactives mirror those of a sister screen read the other way
RAM network inh – inhibitors of the yeast RAM network. S. cerevisiae dse1pr::URA3 reporter, 5-FOA growth OD615, 2 d; analog-sensitive cbk1-as2 kinase mutant strain. inhibition, % at 50 µM. 190,000 compounds, 1.8% hits;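 active means inhibition above a set limit, 3 SD over mean compound inhibition, cut at about 8.4% in these data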;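 further: 0% = DMSO-only wells with no growth and 100% = 10 µM 1-NA-PP1 full growth; inhibition rescues growth on 5-FOA so higher OD means more RAM inhibition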
NF-kB expr up – NF-kB expression increase, human neuronal cells; NF-kB reporter expression; active compounds read high; fold change at 12.5 µM; 190,000 compounds, 1.6% hits; AID 1239; in the data active means fold change above about 3.3
STAT1 act – STAT1 signaling activation; NIH 3T3 STAT1-luciferase reporter, IFN-gamma, luminescence; 100% = IFN-gamma alone, no compound; activation (% of control), % at 5.5 µM; 200,000 compounds, 2.6% hits; AID 932;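 active means activation above the screen-wide mean activation plus 3 SD, cut at about 130% in these data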;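 further: raw ratio to IFN-gamma control signal so 100% means no change and 0% no light; values of inactives mirror those of a sister screen read the other way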
STAT3 act – STAT3 signaling activation; 190,000 compounds, 0.91% hits; U3A cells, IL-6 STAT3-luciferase reporter, luminescence; 100% = signal with IL-6 EC80 alone; activation (% of control), % at 5.6 µM;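 active means activation above the screen-wide mean of compound activation plus 3 SD, cut at about 130% in these data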;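 further: 0% = background luminescence of wells with medium and substrate only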
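Assay system – human STAT1-deficient U3A cells with stable STAT3-luciferase reporter · Also added – IL-6 (33 ng/mL) · Schedule – compound 1 h, then IL-6 6 h at 37 °C · Technique – reporter luminescence signal · Evaluation – % activation versus median of IL-6-stimulated wells · Benchmarks – IL-6-only wells as 100% reference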
FLuc inhib CS – counter-screen for luciferase assay inhibitors: firefly luciferase inhibition; 200,000 compounds, 1.5% hits; ATPLite firefly luciferase biochemical luminescence, 10 min; inhibition, % at 10 µM;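 active means inhibition above about 50% when tested at 10 µM, limit read from the data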
Target sequence (P08659 whole entry, looked up): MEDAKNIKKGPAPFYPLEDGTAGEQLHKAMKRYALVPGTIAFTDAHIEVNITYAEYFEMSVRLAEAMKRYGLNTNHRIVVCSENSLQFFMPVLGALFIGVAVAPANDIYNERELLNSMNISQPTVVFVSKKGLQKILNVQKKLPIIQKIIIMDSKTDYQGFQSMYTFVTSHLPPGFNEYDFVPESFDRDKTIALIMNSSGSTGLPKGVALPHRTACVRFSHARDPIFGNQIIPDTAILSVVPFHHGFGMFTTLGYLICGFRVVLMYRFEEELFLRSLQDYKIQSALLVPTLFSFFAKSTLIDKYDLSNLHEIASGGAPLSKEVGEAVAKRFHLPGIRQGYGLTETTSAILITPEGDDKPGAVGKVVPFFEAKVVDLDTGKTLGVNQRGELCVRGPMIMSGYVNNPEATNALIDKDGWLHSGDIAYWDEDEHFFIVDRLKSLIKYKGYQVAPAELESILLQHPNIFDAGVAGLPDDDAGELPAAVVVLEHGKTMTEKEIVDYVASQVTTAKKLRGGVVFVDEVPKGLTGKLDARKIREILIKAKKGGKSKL
Active calls of the source: *. Compounds as they come; any-hit rate near 7.7%.

SMILES	STAT3 inh	APP 5'UTR act	Hsp70 activator	STAT1 blocker	APP transl inh	RAM network inh	NF-kB expr up	STAT1 act	STAT3 act	FLuc inhib CS
O=C(COC(=O)CCC(=O)c1ccc(F)cc1)Nc1cccc(S(=O)(=O)N2CCOCC2)c1	-0.7	-0.9	-0.3	-2.2	0.9	1.5	1.15	102.6	102.6	-2.0
CCCOc1ncnc2c1sc1nc3c(cc12)COC(C)(C)C3	1.8	37.8	-0.1	-31.0	-37.8	1.8	2	126.5	101.4	-0.4
Cc1nnc(SCC(=O)NC(C)(C)C)n1C1CCCCC1	-1.4	-8.8	-0.1	-2.2	8.8	0.5	0.85	102.0	99.0	-5.0
Cc1cccc(C(=O)N2CCN(c3ccc([N+](=O)[O-])c(N4CCOCC4)c3)CC2)c1	15.8	9.1	-0.1	-0.6	-9.1	0.0	0.6	100.6	96.0	0.1
COc1ccc(OCCNC(=O)CSc2ccc(C(F)(F)F)cc2[N+](=O)[O-])cc1	-2.9	2.1	-0.1	2.2	-2.1	4.6	1.28	98.0	100.3	-2.0
CCOC(=O)CCSc1nc(C)cc(C(F)(F)F)c1C#N	20.4	11.6	0.0	9.0	-11.6	-1.9	0.98	87.0	84.1	-9.1
Fc1ccc(-c2cc3nc(-c4ccccc4)cc(N4CCN(CCN5CCOCC5)CC4)n3n2)cc1	5.0	3.8	-0.1	-2.0	-3.8	3.3	0.44	101.8	99.8	-6.6
Cc1c(C(=O)OCc2nc3scc(-c4ccccc4)c3c(=O)[nH]2)cccc1[N+](=O)[O-]	12.7	-4.7	-0.4	0.6	4.7	2.2	1.03	98.9	90.5	-4.2
CN(c1ccccc1)c1ccc(/C=C(\CCC(=O)O)c2nc3ccccc3s2)cc1[N+](=O)[O-]	-2.7	-20.8	-0.2	-0.2	20.8	6.1	0.82	100.1	100.1	-5.9
COc1cc2c(C(=O)N3CCN(C4CCCCC4)CC3)cn(CC(C)C)c(=O)c2cc1OC	10.9	7.3	0.0	11.7	-7.3	-0.4	1.04	89.3	93.9	-6.5
COc1ccc(CN2CCN(CCc3ccccc3)C(CCO)C2)c(O)c1 (stereo unspecified)	7.2	6.8	0.1	0.7	-6.8	0.6	1.26	99.0	98.5	-3.1
COC(=O)c1cc(NS(=O)(=O)c2ccc(N3CCCCCC3)c([N+](=O)[O-])c2)cc(C(=O)OC)c1	6.8	-3.1	-0.2	2.6	3.1	6.6	1.12	97.7	100.1	-10.4
CC(C)(C)n1nnnc1C(c1ccccc1)N1CCc2ccccc2C1 (stereo unspecified)	3.5	-3.4	0.0	-7.0	3.4	2.1	0.65	106.5	100.4	-2.3
N#CCC(CNc1ncc(C(F)(F)F)cc1Cl)OC(=O)c1cccc([N+](=O)[O-])c1 (stereo unspecified)	5.0	3.2	0.2	6.5	-3.2	7.1	1.4	94.1	100.6	-7.4
O=C(NCc1ccccc1Cl)c1cccc(NC(=O)c2ccccc2)c1	5.7	-18.3	-0.4	4.2	18.3	5.3	0.93	96.2	97.6	-0.3
Cc1ccccc1CN1C2=NCCN2c2ccccc21	6.2	-11.7	-0.1	9.5	11.7	1.4	0.93	91.3	96.8	-7.4
CC(=O)C(=Cc1cn(-c2ccccc2)nc1-c1ccccc1)C(C)=O	11.9	-4.8	0.0	-9.1	4.8	2.8	0.93	107.0	96.3	-6.2
Cc1cc(OC(=O)c2ccc(S(=O)(=O)N3CCCCC3)cc2)c([N+](=O)[O-])c(=O)[nH]1	-4.3	22.9	-0.1	-6.6	-22.9	2.4	1	106.8	105.8	-8.8
CC1CCCN(C(=S)NCCc2ccccc2)C1 (stereo unspecified)	-0.6	30.0	-0.1	-16.3	-30.0	-0.8	1.84	114.9	104.6	-0.5
COc1ccc(C(C)=O)cc1COC(=O)c1cccnc1SC	18.9	-1.6	-0.1	1.8	1.6	2.9	3.9*	98.4	84.8	-8.6
Cc1c(C(=O)N/N=C/c2ccc(O)c(Br)c2)sc(N)c1C#N	28.6	-12.5	-0.3	-1.5	12.5	3.6	0.53	101.4	77.9	-1.7
CCOC(=O)C1=C(CP(=O)(c2ccccc2)c2ccccc2)NC(=O)NC1c1ccc(Cl)cc1 (stereo unspecified)	-11.8	0.3	-0.3	-3.6	-0.3	1.6	0.69	103.3	105.4	0.5
O=C(/C(=C(\[O-])c1ccccc1)[n+]1ccc2ccccc2c1)c1ccc([N+](=O)[O-])cc1	-15.6	7.7	-0.1	11.4	-7.7	2.8	1.17	90.0	115.6	-1.0
Cn1c(=O)c2c(nc(Oc3ccccc3)n2C)n(C)c1=O	1.7	9.7	-0.2	3.0	-9.7	-1.4	0.98	97.2	101.6	-1.6
COCCNc1nnnc2c1sc1nc(N3CCOCC3)c3c(c12)CC(C)(C)OC3	10.3	11.7	-0.2	18.2	-11.7	3.1	0.69	81.6	96.5	-1.2

NF-kB expr up: entries above that show a hit.
canonical_smiles | APP 5'UTR act | Hsp70 activator | STAT1 blocker | APP transl inh | RAM network inh | NF-kB expr up | STAT1 act | STAT3 act
COc1ccc(C(C)=O)cc1COC(=O)c1cccnc1SC | -1.6 | -0.1 | 1.8 | 1.6 | 2.9 | 3.9* | 98.4 | 84.8

Further structures:
SMILES	STAT3 inh	APP 5'UTR act	Hsp70 activator	STAT1 blocker	APP transl inh	RAM network inh	NF-kB expr up	STAT1 act	STAT3 act	FLuc inhib CS
CCC(=O)N1c2ccccc2-c2nnc(SC)nc2OC1c1ccc(OC)c(OC)c1 (stereo unspecified)	9.9	14.6	-0.3	-5.5	-14.6	1.4	0.59	105.0	95.8	-5.0
Nc1c(Br)cc(Br)c(N2CCCC2=O)c1Br	-4.9	7.3	-0.1	-5.7	-7.3	-1.1	0.79	105.9	109.9	-8.4
Cc1ccc(-n2ncc(C(=O)Nc3cc(Cl)ccc3Cl)c2C2CCNCC2)cc1	25.8	-20.1	0.4	-0.7	20.1	0.9	1.16	99.8	82.4	-4.2
COc1ccc(CN(C(=O)c2ccc3c(c2)OCCO3)C(C(=O)NC2CCCCC2)c2ccc3ncccc3c2)cc1 (stereo unspecified)	-2.4	6.0	-0.3	17.1	-6.0	1.1	0.69	84.5	102.2	-7.2
NS(=O)(=O)c1cc2c(cc1Cl)NC=NS2(=O)=O	-8.2	-10.6	-0.4	-6.3	10.6	1.7	1.23	105.7	109.3	-6.8
COc1ccc(S(=O)(=O)n2oc(=O)cc2-c2ccccc2)cc1	6.7	10.4	-0.2	1.1	-10.4	0.0	1.25	99.0	99.3	-5.8
CC(=O)OC1CC2(C)C(=O)CCC2C2CCc3cc(O)ccc3C12 (stereo unspecified)	7.9	-4.3	-0.1	6.3	4.3	1.4	1.16	94.2	95.5	-2.1
C=CCSc1nc(Cc2ccc(Cl)cc2)nc2ccccc12	13.9	16.2	-0.6	4.7	-16.2	7.9	0.89	95.8	89.2	-5.0
CS(=O)(=O)Nc1ccccc1C(=O)NC1CC2CCC1C2 (stereo unspecified)	2.2	-1.4	0.0	9.0	1.4	1.6	0.94	91.7	102.3	-3.4
COC(=O)C(NC(=O)C(CC(C)C)NC(=O)C1CCC(C)CC1)C(C)C (stereo unspecified)	12.0	12.4	-0.3	0.3	-12.4	0.9	1.02	99.7	95.4	-8.9
COc1ccc(N2CCN(C(=O)Cn3nnc(-c4ccc(OC)c(OC)c4)n3)CC2)cc1	2.1	-5.1	0.0	9.3	5.1	6.0	1.11	91.5	100.4	-0.6
COc1ccccc1NC(=O)Cn1cc(C(=O)c2ccco2)c2ccccc21	2.5	7.0	0.1	21.4	-7.0	0.7	0.96	78.4	99.3	-3.5
COc1ccc(C2NC(=O)NC(C)=C2C(C)=O)cc1 (stereo unspecified)	5.1	7.3	-0.2	8.4	-7.3	1.5	1.29	97.4	97.5	-3.6
COc1ccc(-c2nc3ccccc3n2OCC(=O)O)cc1	19.5	48.0	-0.2	-11.5	-48.0	0.4	1.9	108.2	87.3	71.9*
Cn1cccc1/C=N/NC(=O)c1sc2cc(Cl)ccc2c1Cl	16.1	25.8	-0.1	-7.0	-25.8	0.9	1.12	106.3	88.4	-6.1
COc1cc2[nH]c(=O)n(CCCCCC(=O)NCCc3c[nH]c4ccccc34)c(=O)c2cc1OC	7.1	-2.8	0.2	-1.1	2.8	1.3	1.11	101.0	97.8	0.6
c1ccc(COc2ccc(Nc3ncnc4nc[nH]c34)cc2)cc1	13.9	57.9	0.5	-1.3	-57.9	1.4	1.56	101.1	95.4	25.3
O=C(C/C=N\OCc1ccc(Cl)cc1Cl)Nc1ccccc1	-3.8	-9.7	0.0	-5.6	9.7	5.7	1.01	102.7	104.3	-3.5
COCCn1nnnc1CN(Cc1cc2cc(OC)c(OC)cc2[nH]c1=O)C1CCCC1	9.1	-7.0	-0.4	4.1	7.0	1.3	0.75	96.2	93.8	-2.3
CC1CCN(Cc2nnnn2-c2ccc(Cl)cc2)CC1	3.3	13.8	-0.3	-0.8	-13.8	0.8	1.2	100.7	100.2	-8.7
CCOC(=O)C1=C(C)NC2=C(C(=O)CCC2)C1c1cccnc1 (stereo unspecified)	0.7	-2.1	0.1	4.2	2.1	3.0	0.97	96.2	101.8	-11.3
COC(=O)c1cc(NC(=O)c2cc(C)oc2C)cc(C(=O)OC)c1	16.3	13.3	-0.1	8.9	-13.3	3.5	0.79	93.0	88.9	-4.8
COc1ccc(C(c2nnnn2Cc2ccccc2)N2CCN(C(=O)c3ccco3)CC2)cc1OC (stereo unspecified)	0.2	-19.6	-0.3	-13.1	19.6	0.6	1.03	111.9	104.3	-8.6
CCC/C(=N\NC(=O)Cc1csc(N2CCOCC2)n1)c1ccccc1	-0.5	-28.3	0.2	-4.4	28.3	1.5	1.01	105.8	104.8	-5.8
CC(C)n1c(O)c(N=NC(=O)Cc2csc(N3CCOCC3)n2)c2ccccc21	-6.4	22.2	-0.3	11.1	-22.2	0.2	0.4	90.2	105.8	-5.1
The list continues.
SMILES	STAT3 inh	APP 5'UTR act	Hsp70 activator	STAT1 blocker	APP transl inh	RAM network inh	NF-kB expr up	STAT1 act	STAT3 act	FLuc inhib CS
O=C(O)[C@H]1CCCC[C@H]1C(=O)NCCNC(=O)[C@@H]1CCCC[C@@H]1C(=O)O	-2.8	-0.4	-0.3	5.1	0.4	0.5	0.93	95.3	102.5	-5.4
O=C(NS(=O)(=O)c1ccccc1)c1ccccc1O	1.7	-7.5	0.3	3.0	7.5	0.1	0.89	97.2	102.0	-5.4
CC1(c2ccccc2)NC(=O)N(CC(=O)N2CCOCC2)C1=O (stereo unspecified)	10.3	-4.3	-0.3	-3.9	4.3	-0.8	1.3	103.5	99.6	-0.7
COc1cnc(-c2cccc(C(F)(F)F)c2)nc1OC	17.8	5.4	-0.3	-12.5	-5.4	2.2	1.06	111.0	87.2	-4.9
O=C(N/N=C/c1c(Cl)cccc1Cl)C(=O)NC1CC1	21.1	4.0	-0.1	-3.9	-4.0	2.7	2.05	101.2	84.8	5.7
CCOC(=O)N1CCC(N2C(=O)c3ccccc3C2Nc2ccccc2)CC1 (stereo unspecified)	0.9	-7.1	-0.3	6.0	7.1	1.5	1.12	94.6	103.2	-5.7
